Screens from PubChem.
TNAP activators: stimulation of alkaline phosphatase TNAP activity – biochemical, luminescent, no phosphate acceptor, uHTS, primary screen (AID 1001); one-dose activation fold at 20 µM; EC50 in µM for titrated hits; hit rate 0.03% among 200,000; purified TNAP, luminescent activation assay, no phosphate acceptor; higher activation fold means a stronger effect; in the data active = activation fold from about 3, or a potency from the dose series; inactive = the rest, 99 in 100 with activation fold below about 1.6; note: many of its hits are not listed in these tables
human PMI inhibition: inhibitors of human PMI, primary screen, biochemical, fluorescence intensity, coupled assay (AID 1209). inhibition, % at 20 µM, or IC50 in µM where a hit was titrated. hit rate 0.42% among 190,000. purified PMI enzyme, coupled fluorescence intensity; higher % means a stronger effect;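 note: plate controls were DMSO vehicle for no effect and wells lacking substrate for full effect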
PMI inhibition: human PMI inhibitors, high substrate, primary screen, biochemical, fluorescence intensity, high mannose 6-phosphate (AID 1220); hit rate 0.66% among 190,000; inhibition, % at 20 µM, or IC50 in µM where a hit was titrated; recombinant PMI enzyme, coupled fluorescence intensity; higher % means a stronger effect
M1AAP inhibition: malaria alanyl aminopeptidase activity blockers – biochemical, fluorogenic H-Leu-NHMec substrate, 1536-well (AID 1445); hit rate 0.42% among 220,000; inhibition, % at 30 µM; hits with a dose series show IC50 in µM; recombinant M1AAP, H-Leu-NHMec fluorogenic kinetic assay; higher % means a stronger effect;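 active = primary inhibition above the hit cutoff, then over 50% inhibition at one or more dose response concentrations, cut at about 23% in these data, passing the limit was not always enough; inconclusive = conflicting primary data, or primary hits not chosen for dose response; inactive = low primary inhibition, or under 50% at every dose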;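 note: plate controls were DMSO full reaction for no effect and no enzyme background for full effect; strong numbers were not always called active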
West Nile antiviral: West Nile virus antiviral activity, cell-based, CPE readout (AID 1621) | West Nile virus-infected cells, CPE inhibition; higher % means a stronger effect | CPE inhibition, % at 10 µM; hits with a dose series show IC50 in µM | hit rate 0.02% among 290,000; in the data active = a potency from the dose series; inconclusive = CPE inhibition mostly from about 3.7% at the one dose, without a potency; inactive = the rest, 99 in 100 with CPE inhibition below about 2.2%; note: strong numbers were not always called active
UTI89 phage lysis: protection from phage-mediated lysis, alamar blue read-out – E. coli UTI89, K1F phage, bacterial capsule biogenesis inhibitors (AID 488966). E. coli UTI89 K1F phage lysis, alamar blue, 2 h; higher % means a stronger effect. inhibition, % at 100 µM, or IC50 in µM where a hit was titrated. hit rate 0.02% among 340,000;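 active = phage lysis inhibition, versus mean bacterial control, above a set limit; inconclusive = no clear call, values can overlap the other calls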;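 note: capsule biogenesis inhibitors block K1F phage lysis so surviving cells raise fluorescence; higher fluorescence means more inhibition of phage lysis; actives were called in the ten point dose series up to 300 µM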
P. falciparum M17LAP: P. falciparum M17LAP inhibitors, primary screen, biochemical, fluorogenic H-Leu-NHMec substrate, 1536-well (AID 1619); recombinant M17LAP, H-Leu-NHMec fluorogenic kinetic assay; higher % means a stronger effect; inhibition, % at 30 µM; hits with a dose series show IC50 in µM; hit rate 0.38% among 220,000;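 active = compound inhibiting the enzyme by more than half at any dose during confirmatory dose-response retesting; inconclusive = strong single-dose inhibitors picked by rank but not retested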;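 note: plate controls were full reaction with DMSO carrier for no effect and no enzyme background for full effect; strong numbers were not always called active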
RSV CPE inhibition: inhibition of RSV-induced cytopathic effect – HEp-2 cells, primary 10 µM value included (AID 2391); HEp-2 cells, RSV-induced CPE inhibition; higher % means a stronger effect; hit rate 0.13% among 310,000; CPE inhibition, % at 10 µM; hits with a dose series show IC50 in µM; in the data active = a potency from the dose series; inconclusive = CPE inhibition mostly from about 23% at the one dose, without a potency; inactive = the rest, 99 in 100 with CPE inhibition below about 21%; note: strong numbers were not always called active
T cell modulator: T cell immune modulators affecting CD8 T cell-vesicle binding | hit rate 0.068% among 330,000 | calls only at 7 µM | AID 2052 | 2C CD8+ T cell-vesicle binding, flow cytometry; stronger effect = lower value;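 active = response, share of CD8 T cells binding vesicles, and their 90th percentile fluorescence all below set limits, cut at about 80% in these data, passing the limit was not always enough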
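Material: murine 2C transgenic CD8+ T lymphocytes / Also added: QL9-peptide-loaded Drosophila micro-vesicles bearing Ld, ICAM-1 and B7-1 / Schedule: binding step 1.5 h, 37 °C, antibody labelling 20 min, ice / Signal: flow cytometry, PE anti-B7-1 (FL2) versus Alexa647 anti-CD8 (FL8), PFA-fixed / Evaluation: percent CD8+ FL2 mean versus row control / Benchmarks: naked versus QL9-loaded vesicles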
T cell modulator vesicle-bound %: recorded beside T cell modulator, whose call it bears; double positive events, %; measured here: CD8+ vesicle-bound cell fraction;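 binding gate set so that unloaded-vesicle control wells show 10% double positive cells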
* = called active by the depositor; i = inactive; ? = inconclusive; nt = not tested or not shown; [ ] = dose if it differs, or a comment. Cut-off read from the data, not from the text of the source, unless noted: active = inhibition above about 50%; inactive = the rest.

SMILES	TNAP activators	human PMI inhibition	PMI inhibition	M1AAP inhibition	West Nile antiviral	UTI89 phage lysis	P. falciparum M17LAP	RSV CPE inhibition	T cell modulator	T cell modulator vesicle-bound %
Cn1c(SCC(=O)Nc2ccc3cn[nH]c3c2)nnc1-c1cnccn1	0.9	8%	40%	0%	0.9%	0.0%	7%	1.4%	i	19
C/C(=N\NC(=O)COc1ccc(C(C)(C)C)cc1)c1ccc(N2CCOCC2)cc1	1.1	3%	3%	2%	-0.7%	0.0%	32%	1.0%	i	35
O=C(O)c1ccc(O)c(O)c1	nt	nt	nt	2%	-0.2%	1.7%	3%	2.5%	i	44
S=C(NCc1ccc(Cl)cc1Cl)NC1CCCCC1	1.1	18%	13%	8%	?	i	5%	7.2%	i	27
C=C(C)CSC1=C(C#N)C(c2ccccc2)CC(=O)N1 (stereo not drawn)	nt	nt	nt	nt	-0.1%	-1.9%	nt	-0.6%	i	31
C/C(N)=C(/C#N)C(=O)CSc1ncnc2ccccc12	1.1	7%	12%	7%	0.9%	0.7%	8%	18µM*	i	17
COC(=O)c1cc(NC(=O)CC2C(=O)NCCN2C(=O)c2ccc(F)cc2)cc(C(=O)OC)c1 (stereo not drawn)	1	10%	6%	12%	0.1%	0.3%	0%	1.9%	i	26
COc1cc(C(=S)N2CCOCC2)ccc1OS(=O)(=O)c1ccc(NC(C)=O)cc1	1.1	9%	4%	2%	-1.1%	0.0%	-9%	3.4%	i	49
COc1ccc(/C=C2/C(=O)OCc3cc(OC)c(OC)cc32)c(OC)c1	1.1	-10%	-14%	10%	-0.9%	0.1%	13%	0.7%	i	35
O=C(COC(=O)CNS(=O)(=O)c1ccc2ccccc2c1)Nc1ccc2c(c1)OCO2	1	8%	1%	-4%	0.0%	0.7%	-6%	2.2%	i	38
Cn1c(NNC(=O)c2ccc(C(C)(C)C)cc2)cc(=O)n(C)c1=O	1.3	9%	20%	0%	-0.4%	1.4%	-3%	-0.8%	i	38
CCc1nnc(NC(=O)CCc2ccccc2OC)s1	nt	nt	nt	nt	0.7%	0.2%	nt	8.4%	i	33
CN(C)S(=O)(=O)NCCNC(=O)c1cc(OCC(F)(F)F)ccc1OCC(F)(F)F	1.1	9%	4%	-2%	-0.8%	0.2%	3%	0.3%	i	50
c1ccc(-c2cn(C[C@H]3CC[C@@H]([C@@H]4CC[C@H](Cn5cc(-c6ccccc6)nn5)O4)O3)nn2)cc1	nt	nt	nt	nt	-1.7%	0.0%	nt	-1.1%	i	10
CCOC(=O)c1c(C)[nH]c(C)c1S(=O)(=O)NCc1ccccc1OCC	nt	nt	nt	nt	-0.3%	1.4%	nt	1.0%	i	45
Cc1ccc(NC(=O)CCNC(=O)c2ccccc2)cc1F	nt	nt	nt	nt	0.0%	1.4%	nt	2.3%	i	41
C/C(=N\NC(=O)c1ccc(N(C)C)cc1)c1ccc(C)c(C)c1	1.4	5%	3%	5%	1.0%	1.4%[50 µM]	5%	4.9%	i	49
O=S(=O)(Nc1ccc(Cc2ccncc2)cc1)c1ccc(Br)s1	1.1	12%	12%	-7%	0.6%	0.5%	-7%	-0.6%	i	25
Cc1ccc2cccc(Oc3ncnc4sc(C)c(C)c34)c2n1	0.7	5%	-4%	0%	-0.4%	1.8%	-5%	1.4%	i	18
COc1cccc(NC(=O)C(C)OC(=O)CCCNC(=O)c2ccc(Cl)cc2)c1 (stereo not drawn)	nt	nt	nt	nt	-0.3%	0.3%	nt	0.3%	i	61
CCOc1ccc(CCNC(=O)CCOc2cc(C)ccc2C)cc1OCC	nt	nt	nt	nt	-0.1%	0.9%	nt	4.4%	i	46
O=C(CCS(=O)(=O)c1cccs1)Nc1ccc(C(=O)NCc2ccccc2)cc1	1	-7%	-6%	-20%	3.2%	0.7%	7%	2.6%	i	27
COCCCNC(=S)NNC(=O)c1cc(-c2cccnc2)nc2ccccc12	nt	nt	nt	nt	-0.9%	0.0%	nt	1.7%	i	71
COc1ccc(C(=O)NC(=S)N(C)C2CCCCC2)cc1Br	nt	nt	nt	nt	0.5%	0.4%	nt	5.3%	i	12
CCOC(=O)N1CCN(C(=O)CSc2nnc(-c3c[nH]c4ccccc34)n2CCOC)CC1	1.1	4%	4%	0%	nt	1.8%	-2%	0.0%	i	8
COC(=O)CCCCNC(=O)Nc1ccccc1	1	-6%	-4%	2%	0.0%	-0.2%	-2%	-1.4%	i	52
CN1CCN(NC(=S)NC2CCCCC2)CC1	1	-12%	-13%	2%	0.3%	-9.7%	8%	2.1%	i	42
CCOC(=O)C(C)Sc1nc2c(c(=O)[nH]c(=O)n2C)n1C/C=C(/C)Cl (stereo not drawn)	1.1	9%	14%	1%	0.6%	0.1%	-4%	3.4%	i	22
O=C(NNC(=O)c1cc(-c2ccc(Cl)c(Cl)c2)nc2ccccc12)Nc1ccccc1	1.1	16%	6%	1%	nt	0.3%	0%	11%	i	14
CCOc1cc(C(=O)NCC(C)CN(C)C)cc(OCC)c1OCC (stereo not drawn)	1	-2%	-8%	-6%	-0.3%	0.2%	2%	0.3%	i	39
CCOC(=O)c1nn(-c2ccc3ccccc3c2)cc1O	1	11%	7%	6%	0.6%	0.3%	1%	12%	i	32
CC(=O)Nc1ccc(Nc2ncnc(N)c2[N+](=O)[O-])cc1	nt	nt	nt	-6%	0.4%	-0.9%	-5%	1.5%	i	30
CC(Sc1ccccc1)C(=O)N1CCN(S(=O)(=O)c2ccccc2C(F)(F)F)CC1 (stereo not drawn)	nt	nt	nt	nt	-1.2%	-0.7%[50 µM]	nt	1.6%	i	26
O=C(N/N=C\c1cccnc1)c1ccc(Cl)cc1Cl	nt	nt	nt	nt	-0.5%	0.1%	nt	0.6%	i	51
COC(=O)c1cn(C(=O)c2cc(OC)cc(OC)c2)c2ccccc12	nt	nt	nt	nt	-0.1%	0.1%	nt	0.3%	i	48
CCc1nnc(NC(=O)CSc2nnc(Cc3ccccc3)n2-c2ccccc2)s1	1.1	-7%	-9%	-4%	0.0%	-0.4%	7%	1.2%	i	13
CN(C)CCC1Sc2ccccc2Oc2ccccc21 (stereo not drawn)	1.1	-6%	-13%	2%	-0.5%	-0.1%	-6%	-1.3%	i	48
COc1ccc(C(C(=O)NC2CCCC2)N(Cc2ccccc2)C(=O)c2snc(C(N)=O)c2N)cc1OC (stereo not drawn)	nt	nt	nt	nt	-0.7%	-0.2%	nt	0.4%	i	36
CCOC(=O)N1CCC(N(CCN(C)C)C(=S)Nc2ccc(Oc3ccccc3)cc2)CC1	1.2	14%	10%	5%	-0.7%	-0.1%	-2%	0.3%	i	91
CC(C)CNC(=O)CSc1nnc(-c2cccc(S(=O)(=O)N3CCCCC3)c2)o1	1.1	-6%	-16%	-2%	-0.1%	5.6%	10%	2.5%	i	43
COc1ccc(Cl)cc1-n1c(=S)sc2c(=O)[nH]c(SCC(=O)C(C)(C)C)nc21	nt	nt	nt	nt	0.4%	-0.1%	nt	16%	i	31
Cc1cccc(CCNC(=O)COc2cc(=O)n(C)c3ccccc23)c1	1	-3%	-8%	-2%	-0.3%	0.0%	9%	1.6%	i	63
N#Cc1c(NC(=O)C2CC(Cl)=CCC2C(=O)O)sc2c1CCCCC2 (stereo not drawn)	1.1	-3%	12%	3%	-0.1%	-2.0%	<1µM*	3.3%	i	40
Cc1ccccc1CNC(=O)C(=O)NCC1OCCCN1S(=O)(=O)c1ccc(F)cc1C (stereo not drawn)	nt	nt	nt	nt	-0.8%	0.3%	nt	1.2%	i	12
O=C1CC(Cc2ccccc2)C(=O)N1c1ccc(Cl)cn1 (stereo not drawn)	1.1	-14%	-4%	1%	0.3%	0.0%	7%	-0.8%	i	26
CCCCCC/C=N/Nc1nnc(Cc2ccccc2)c(=O)[nH]1	nt	nt	nt	nt	-0.1%	0.6%	nt	1.5%	i	59
COc1ccc2[nH]c3c(c2c1)CCN1C(=O)N([C@@H](C)C(=O)NC2CCCCC2C)C(=O)[C@]31C (stereo partly drawn)	nt	nt	nt	nt	0.1%	2.1%	nt	1.4%	i	15
COc1ccc(CCNc2ccc(N3C(=O)CC(C)C3=O)cc2[N+](=O)[O-])cc1 (stereo not drawn)	0.9	3%	-4%	5%	-0.3%	0.4%	0%	6.5%	i	32
Nc1cc(Cl)nc(N/N=C/c2ccc([N+](=O)[O-])cc2)n1	1	-4%	0%	6%	-0.6%	5.3%	-3%	1.9%	i	54
O=C(CN1CCCC1)Nc1c2c(nc3ccccc13)N(Cc1ccccc1)CC2	1	1%	-23%	4%	-0.5%	0.9%	8%	-1.5%	i	61
CCCc1ccc2oc(C(=O)N(C)Cc3ccn[nH]3)c(C)c2c1	nt	nt	nt	nt	-0.3%	5.8%	nt	?	i	17
CCOC(=O)c1ccc2[nH]c3c(c2c1)CN(C)CC3	1	21%	23%	7%	-0.1%	0.9%	4%	1.2µM*	i	40
CCOCCOc1cccc(C(=O)NC(c2ccccc2)c2ccccc2)c1	nt	nt	nt	nt	-0.3%	0.3%	nt	0.4%	i	60
Cc1cc(NC(=O)c2ccc(N3C(=O)C4C5C=CC(C5)C4C3=O)cc2)no1 (stereo not drawn)	1.1	5%	-7%	-2%	-0.8%	0.0%	5%	1.5%	i	60
O=C(Nc1cccc(S(=O)(=O)NC2=NCCCCC2)c1)c1cc(-c2ccccc2)nc2ccccc12	1	15%	19%	4%	-0.6%	4.4%	2%	5.1%	i	55

Rewritten field by field: part of the list above
Cc1cc(NC(=O)c2ccc(N3C(=O)C4C5C=CC(C5)C4C3=O)cc2)no1 (stereo not drawn)
  TNAP activators: 1.1; human PMI inhibition: 5%; PMI inhibition: -7%; M1AAP inhibition: -2%; West Nile antiviral: -0.8%; UTI89 phage lysis: 0.0%; P. falciparum M17LAP: 5%; RSV CPE inhibition: 1.5%; T cell modulator: i; T cell modulator vesicle-bound %: 60
O=C(Nc1cccc(S(=O)(=O)NC2=NCCCCC2)c1)c1cc(-c2ccccc2)nc2ccccc12
  TNAP activators: 1; human PMI inhibition: 15%; PMI inhibition: 19%; M1AAP inhibition: 4%; West Nile antiviral: -0.6%; UTI89 phage lysis: 4.4%; P. falciparum M17LAP: 2%; RSV CPE inhibition: 5.1%; T cell modulator: i; T cell modulator vesicle-bound %: 55

Rows were taken by chance. About 1.5% of those tested had a hit in this group.
